Source: PubChem BioAssay
SMN2 splice enh = increases expression of the SMN2 splice variant | HEK293 SMN2-luciferase splicing reporter, luminescence, 30-36 h | Potency, µM (highest dose often 46.1 µM), for inactives: top-dose activity change, positive = activation, actives largely listed as activators | 210,000 compounds, 2.8% hits; note: % of control where 0% means no effect; nearly all actives have a fitted effect of over 55% in size
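qHTS luciferase splicing reporter: luminescence rises when SMN2 exon 7 is included in transfected HEK293 cells. Compound exposure lasted 30-36 h at 37C, with 4.5 mM final sodium butyrate as control, followed by a ONE-Glo read.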
TRb SRC2 PPI = disrupts binding of human TR beta to SRC2 | 280,000 compounds, 0.065% hits | AID 1469 | TRbeta-SRC2 peptide binding, fluorescence polarization; receptor liganded with 1 µM T3 | Potency, µM (doses to about 106 µM), for inactives: top-dose activity change, negative = inhibition, usual class: inhibitors | P10828;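 note: plate controls were bound peptide for no effect and peptide without receptor for full effect; nearly all actives have a fitted effect of over 50% in size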
Target sequence (P10828 whole entry, looked up): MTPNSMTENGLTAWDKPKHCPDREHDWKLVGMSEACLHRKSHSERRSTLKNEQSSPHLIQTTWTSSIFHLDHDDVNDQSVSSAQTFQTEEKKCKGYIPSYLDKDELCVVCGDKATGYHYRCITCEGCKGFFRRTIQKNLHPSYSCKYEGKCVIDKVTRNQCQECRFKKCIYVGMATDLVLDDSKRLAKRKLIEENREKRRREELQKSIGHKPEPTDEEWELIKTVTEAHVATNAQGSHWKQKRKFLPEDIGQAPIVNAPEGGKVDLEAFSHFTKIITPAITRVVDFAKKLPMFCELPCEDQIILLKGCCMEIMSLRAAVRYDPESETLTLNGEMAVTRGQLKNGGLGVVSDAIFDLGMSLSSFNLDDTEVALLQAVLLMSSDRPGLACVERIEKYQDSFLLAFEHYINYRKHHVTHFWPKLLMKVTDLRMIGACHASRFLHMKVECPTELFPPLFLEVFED
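Read-out is fluorescence polarization (555 nm excitation, 632 nm emission) of a Texas Red SRC2 coactivator peptide; loss of signal reflects blocked binding to human TRb ligand-binding domain in the presence of 1 uM T3.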
LMNA splice mod = modulators of lamin A splicing | HeLa LMNA splicing GFP/RFP minigene ratio, 48 h | Potency, µM (series often up to 46.1 µM), inactives show at the top dose ratio change, negative = inhibition, most hits filed as inhibitors | 200,000 compounds, 0.01% hits | AID 1487; active = well fitted inhibition curve with a large enough effect in the signal ratio, with a control signal flat, not every such curve was filed as active; inconclusive = small, poorly fitted or top-dose-only effect, or effect the other way, or a change in a side signal; the % refers to the signal ratio; note: % is set by controls: 0 for no effect and ±100 for the full control effect
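Read-out is the ratio of GFP to DsRed2 object intensity, acquired by 488 nm laser-scanning cytometry on HeLa lamin A-EGFP minigene reporter cells. Compound incubation 48 hrs at 37 °C in Opti-MEM with 2% FBS; DMSO 0.5% final.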
ALDH1A1 block = ALDH1A1 (human) enzyme inhibition; P00352; Purified ALDH1A1, NADH fluorescence, propionaldehyde substrate; Potency, µM (series often up to 75.3 µM), inactives show at the highest dose activity, negative = inhibition, most hits filed as inhibitors; 220,000 compounds, 7.3% hits; active = well fitted inhibition curve with a large enough effect, not every such curve was filed as active; inconclusive = small, poorly fitted or top-dose-only effect, or another doubt; inactive = no such curve, though single readings can be large or run the other way;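 note: plate controls were no enzyme wells and a reference inhibitor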
KDM4E inh = JMJD2E (human) inhibition | Potency, µM (highest dose often 57.1 µM), for inactives: at the top dose activity change, negative = inhibition, actives largely listed as inhibitors | JMJD2E catalytic domain, FDH-coupled NADH fluorescence (FDH is formaldehyde dehydrogenase) | 230,000 compounds, 1.6% hits; active = well fitted inhibition curve with a large enough effect, not every such curve was filed as active; inconclusive = small, poorly fitted or top-dose-only effect, or another doubt; inactive = no such curve, though single readings can be large or run the other way;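 note: 0% = wells with enzyme and -100% = buffer wells without enzyme; nearly all actives have a fitted effect of over 50% in size; many of its hits are not listed in these tables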
GoLoco inh red = RGS12 GoLoco-Gai1 interaction inhibition. P63096. Gai1:RGS12 GoLoco peptide FP, rhodamine, 10 min. Potency, µM (doses to about 61.6 µM), for the others: at the highest dose activity, negative = inhibition, usual class: inhibitors. 230,000 compounds, 0.44% hits. AID 880; active = well fitted inhibition curve with a large enough effect, not every such curve was filed as active; inactive = no such curve, though single readings can be large or run the other way; note: % is set by controls: 0 for no effect and ±100 for the full control effect; nearly all actives have a fitted effect of over 30% in size; many of its hits are not listed in these tables
RECQ1 helicase = blocks DNA unwinding by human RECQ1 | P46063 | RECQ1 DNA unwinding, red fluorescence kinetic read | Potency, µM (titrated, usually from 57.3 µM), inactives show at the highest dose activity, negative = inhibition, most hits filed as inhibitors | 240,000 compounds, 0.54% hits;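 note: plate controls were vehicle for no effect and no enzyme for full effect; nearly all actives have a fitted effect of over 30% in size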
Target sequence (P46063 whole entry, looked up): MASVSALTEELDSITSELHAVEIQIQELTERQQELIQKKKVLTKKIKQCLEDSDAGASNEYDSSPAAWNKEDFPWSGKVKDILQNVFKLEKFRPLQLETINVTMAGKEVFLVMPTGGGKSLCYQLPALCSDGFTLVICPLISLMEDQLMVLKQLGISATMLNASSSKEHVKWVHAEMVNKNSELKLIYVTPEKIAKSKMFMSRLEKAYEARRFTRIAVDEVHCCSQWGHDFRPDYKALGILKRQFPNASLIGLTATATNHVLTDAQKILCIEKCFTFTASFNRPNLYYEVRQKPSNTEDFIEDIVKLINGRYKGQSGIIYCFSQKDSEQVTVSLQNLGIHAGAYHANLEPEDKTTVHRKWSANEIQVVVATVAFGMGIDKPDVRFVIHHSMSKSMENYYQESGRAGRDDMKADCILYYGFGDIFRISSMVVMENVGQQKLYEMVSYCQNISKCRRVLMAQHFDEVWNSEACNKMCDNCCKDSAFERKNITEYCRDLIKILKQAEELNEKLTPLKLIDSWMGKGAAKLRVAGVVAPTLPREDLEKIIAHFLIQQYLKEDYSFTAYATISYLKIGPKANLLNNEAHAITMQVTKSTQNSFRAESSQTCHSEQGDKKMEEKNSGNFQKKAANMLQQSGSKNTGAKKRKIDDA
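50 nM RECQ1T1 preincubated 15 min with compound in Tris pH 8.0 buffer with MgCl2, DTT, Tween-20 and 2.5 ug/ml poly(dI-dC); started with 200 nM TAMRA/BHQ-2 forked duplex and 2 mM ATP. Unwinding read as fluorescence (525/598 nm), two reads 2 h apart.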
TexasRed fluor = Texas Red fluorescence interference in TRb-SRC2 counter-screen; TRb/SRC2 Texas Red total fluorescence interference; Potency, µM (highest dose often 106 µM), for inactives: at the top dose fluorescence change, negative = quenching; 280,000 compounds, 0.29% hits; AID 1479; active = well fitted curve in either direction with a large enough effect; inconclusive = small, poorly fitted or top-dose-only effect; note: % is set by controls: 0 for no effect and ±100 for the full control effect
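Flags fluorescent or light-absorbing compounds by total fluorescence, S + 2P, at 555 nm excitation and 632 nm emission. Mixture: 20 nM Texas Red SRC2 peptide, 0.6 uM human TRb LBD, 1 uM T3, 5% DMSO; compound exposure 5 h at ambient temperature.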
An asterisk follows results filed as active; i = inactive; ? = inconclusive; nt = not tested or not shown; & = joins results of further samples; [ ] = dose if it differs, or a comment. Unless noted, calls come from the whole dose curve; as a rule, active = well fitted curve in the direction sought with a large enough effect; inconclusive = small, poorly fitted or top-dose-only effect, or another doubt; inactive = no such curve, though single readings can be large; an effect the other way counts as inactive or inconclusive. Potency is the fitted concentration of half-maximal effect.

[1] CCOC(=O)c1sc(NC(=O)CSc2nnc(C(C)C)n2CC)nc1C
[2] CCCNC(=O)C1CC(=O)N(c2ccc(OCC(=O)Nc3cccc(C)c3C)cc2)C1 (stereo not drawn)
[3] Cc1cc(C)n(CCc2nc(-c3ccc(C)o3)cs2)n1
[4] CCOC(=O)Cn1c(C)cc(=O)c2cccc(C)c21
[5] O=C1[C@@H]2[C@H](C(=O)N1Cc1ccco1)[C@H]1C=C[C@@H]2C1
[6] CCOc1cc(S(=O)(=O)n2cc(-c3ccc(F)cc3)c(N)n2)cc(OCC)c1OCC

entry no.	1	2	3	4	5	6
SMN2 splice enh	-7%	12%	-8%	1%	15%	15%
TRb SRC2 PPI	3%	-7%	3%	-9%	-4%	7%
LMNA splice mod	?	-16%	-4%	-2%	-4%	?
ALDH1A1 block	4%	3%	4µM*	-4%	?	8%
KDM4E inh	-1%	5%	-3%	-13%	-1%	-10%
GoLoco inh red	3%	-1%	-7%	0%	-3%	-4%
RECQ1 helicase	-5%	1%	?	-3%	-7%	-9%
TexasRed fluor	-2%	-1%	2%	-1%	-1%	2%

[7] CCC1=NNc2cccc3c(OC)ccc1c23
[8] O=S(=O)(c1cccc2c(Cl)cccc12)N1CCCNCC1
[9] CCOc1ccc(Nc2nc(Cc3nnc(SCC(=O)c4ccc(C)c(C)c4)o3)cs2)cc1
[10] Cc1cc(NC(=O)CN2C(=O)NC3(CCCCC3)C2=O)no1
[11] O=C(Nc1ccc(Cl)cn1)c1ccc2c(c1)OCCO2
[12] CCn1cc(C(=O)NCc2cccs2)c(=O)c2cc(S(=O)(=O)N3CCOCC3)ccc21

entry no.	7	8	9	10	11	12
SMN2 splice enh	-60%[inhibitor]	-12%&-19%	-53%[inhibitor]	7%	2.5µM*	nt
TRb SRC2 PPI	-22%	-4%&-4%&8%&-1%	3%	7%	5%	-2%
LMNA splice mod	8%	?	?	-3%	nt	nt
ALDH1A1 block	?	-5%&-3%&-4%	12%	6%	3%	nt
KDM4E inh	5µM*	1%&3%	8%	8%	1%	?
GoLoco inh red	18µM*	-5%&7%&1%	2%	2%	4%	11%
RECQ1 helicase	-17%	-8%&-6%	-4%	-3%	i	-11%
TexasRed fluor	-18%	0%&1%&1%&-2%	0%	-1%	0%	0%

[13] CC1CCN(CCCn2c(=S)[nH]c3c(sc4ccc([N+](=O)[O-])cc43)c2=O)CC1
[14] O=c1c2c3nc4ccccc4nc3n(Cc3ccccc3)c2ncn1Cc1ccco1
[15] CCOC(=O)c1ccc(NC(=O)Nc2cc(C)cc(C)n2)cc1
[16] CCOC(=O)N1CCN(S(=O)(=O)c2ccc3c(c2)CCN3C(=O)CC)CC1
[17] Cc1ccc(Nc2nc(C(=O)N3CCC(C(=O)NC(C)C)CC3)cs2)cc1
[18] COc1cccc(N2CCN(CC(=O)NCc3cccs3)CC2)c1

entry no.	13	14	15	16	17	18
SMN2 splice enh	15%	-9%	17%	-34%[inhibitor]	nt	-2%
TRb SRC2 PPI	0%	4%	1%	2%	2%	-1%
LMNA splice mod	nt	?	nt	-1%	nt	-8%
ALDH1A1 block	-15%	?	-2%	3%	nt	15%
KDM4E inh	-15%	5%	-1%	0%	3%	4%
GoLoco inh red	-12%	115%[activator]	9%	6%	-5%	6%
RECQ1 helicase	?	8%	9%	-6%	i	-15%
TexasRed fluor	0%	0%	1%	-2%	-2%	3%

[19] COc1nc(NCCO)nc(Nc2ccccc2F)n1
[20] CCOc1ccc2c(c1)nc(NCCCO)n2Cc1ccccc1
[21] Cc1ccc(S(=O)(=O)N2CCN(c3ccnc4cc(Cl)ccc34)CC2)cc1
[22] CCOC(=O)c1c(CC(C)C)csc1NC(=O)C(C)C
[23] Nc1ccc(-c2nc3ccc([N+](=O)[O-])cc3[nH]2)cc1
[24] Cn1c(=O)cc(N2CCN(C(=O)c3ccco3)CC2)[nH]c1=O

entry no.	19	20	21	22	23	24
SMN2 splice enh	nt	nt	nt	-5%	3.5µM*	nt
TRb SRC2 PPI	-2%	3%	0%	6%	-8%	-6%
LMNA splice mod	nt	nt	nt	25%	-14%	nt
ALDH1A1 block	2%	nt	?	-6%	-4%	?
KDM4E inh	-6%	12%	?	-11%	-4%	83%[activator]
GoLoco inh red	-8%	-6%	5%	-1%	7%	-5%
RECQ1 helicase	-5%	i	-9%	-1%	-12%	i
TexasRed fluor	-6%	-2%	-1%	1%	-12%	-3%

[25] O=C(Nc1nnc(-c2cccs2)s1)c1cccc(F)c1
[26] Cc1ccc(-c2nnc(NCc3ccccc3)c3ccccc23)cc1
[27] CCOc1ccc(CCNC(=O)Cc2nn[nH]n2)cc1OCC
[28] CC(C)(C)c1ccc2c(c1)OC(C(=O)N/N=C\c1ccncc1)CO2 (stereo not drawn)
[29] Cc1c(/C=N/Nc2ccc(F)cc2)c(O)n(C)c(=O)c1C#N
[30] O=C1/C(=N\O)Cc2ccccc21

entry no.	25	26	27	28	29	30
SMN2 splice enh	8.9µM*	-3%	6%	nt	nt	-16%
TRb SRC2 PPI	2%	6%	2%	-3%	10%	-2%
LMNA splice mod	-8%[46 µM]	-19%	-4%	nt	?	11%
ALDH1A1 block	?	6%	12%	nt	3.5µM*	?
KDM4E inh	?	-1%	-8%	-11%	?	4%
GoLoco inh red	-4%	7%	1%	0%	76%[activator]	-22%
RECQ1 helicase	i	-2%	-1%	-6%	22%	-12%
TexasRed fluor	2%	3%	0%	-4%	5%	-2%

Sorted by molecular weight (rising): 4 of the compounds above
[30] O=C1/C(=N\O)Cc2ccccc21
[24] Cn1c(=O)cc(N2CCN(C(=O)c3ccco3)CC2)[nH]c1=O
[26] Cc1ccc(-c2nnc(NCc3ccccc3)c3ccccc23)cc1
[28] CC(C)(C)c1ccc2c(c1)OC(C(=O)N/N=C\c1ccncc1)CO2 (stereo not drawn)

entry no.	30	24	26	28
SMN2 splice enh	-16%	nt	-3%	nt
TRb SRC2 PPI	-2%	-6%	6%	-3%
LMNA splice mod	11%	nt	-19%	nt
ALDH1A1 block	?	?	6%	nt
KDM4E inh	4%	83%[activator]	-1%	-11%
GoLoco inh red	-22%	-5%	7%	0%
RECQ1 helicase	-12%	i	-2%	-6%
TexasRed fluor	-2%	-3%	3%	-4%

Other structures.
[31] Cn1c2c(c3ccccc31)CCSC2=O
[32] O=C(NCc1ccccc1)C1=C[C@@H](c2coc3ccccc3c2=O)C[C@@H](OCc2ccc(CO)cc2)O1
[33] COC(=O)c1c(C)oc2cc(Br)c(OCC(=O)C(C)(C)C)cc12
[34] O=C(CN1C(=O)c2ccccc2C1=O)N1CCCCC1
[35] Cc1ccc(NC(=O)CSc2nnc(C)c(=O)n2N)c(C)c1
[36] Cc1ccc(/C=N/N(C)C2=NS(=O)(=O)c3ccccc32)o1

entry no.	31	32	33	34	35	36
SMN2 splice enh	nt	nt	-36%[inhibitor]	-11%	-22%	4%
TRb SRC2 PPI	1%	7%	5%	-18%	6%	10%
LMNA splice mod	3%	nt	5%	8%	-17%	nt
ALDH1A1 block	?	7.9µM*	-4%	6%	0%	i
KDM4E inh	-2%	6%	4%	-3%	-3%	3%
GoLoco inh red	nt	30%	3%	-7%	-25%	-14%
RECQ1 helicase	-4%	-2%	-6%	i	1%	0%
TexasRed fluor	-5%	-2%	0%	1%	1%	2%

[37] O=C(O)CNC(=O)c1ccc(CO)o1
[38] Cc1ccc(NC(=O)Cn2nnc(C(=O)NCc3ccccc3)c2N)cc1C
[39] CC(=O)Nc1ccc(Nc2cc(-c3ccccc3)nc3ncnn23)cc1
[40] O=C(Nc1ccc(N2CCOCC2)cc1)c1nc2ccccc2s1
[41] NC(=O)N/N=C\c1cccs1
[42] Cc1ccc2nc(-c3ccc(NC(=O)CN4C(=O)c5ccccc5C4=O)cc3)sc2c1

entry no.	37	38	39	40	41	42
SMN2 splice enh	1%	3%	nt	nt	nt	2.8µM*
TRb SRC2 PPI	7%	-2%	5%	1%	4%	-4%
LMNA splice mod	nt	7%	-9%[46 µM]	nt	nt	-9%
ALDH1A1 block	?	5%	-10%	nt	nt	?
KDM4E inh	nt	-23%	-2%	3%	-5%	4%
GoLoco inh red	15%	14%	-3%	43%[activator]	-3%	26%
RECQ1 helicase	-14%	-15%	-15%	0%	-1%	-2%
TexasRed fluor	-3%	0%	-2%	-3%	-3%	-1%

[43] O=C(/C=C/c1cccs1)c1ccc(NC(=O)c2cccc(Br)c2)cc1
[44] CC(C)NC(=O)COC(=O)c1ccc(Oc2ccccc2)cc1
[45] COCCNc1nnc(SCC(=O)c2ccc3c(c2)OCO3)s1
[46] Cc1nnc(SCC(=O)Nc2nnc(SCc3cccc(Br)c3)s2)s1
[47] COc1ccc(CNC(=O)c2cc(-c3cc(C)cc(C)c3O)n[nH]2)cc1
[48] Cc1cc(Cl)ccc1OCc1n[nH]c(=S)n1C1CCCCC1
[49] CC1CC(=O)C2=C(C1)OC(N)=C(C#N)C2c1coc2ccccc2c1=O (stereo not drawn)
[50] CSCCC(NS(=O)(=O)/C=C/c1ccccc1)C(=O)N1CCC(C)CC1 (stereo not drawn)

entry no.	43	44	45	46	47	48	49	50
SMN2 splice enh	?	2%	3%	-6%[1.84 µM]	nt	-29%	2%	-15%
TRb SRC2 PPI	2%	3%	-15%	-1%	8%	-9%	-1%	0%
LMNA splice mod	10%	15%	14%	-1%	nt	-14%	7%	16%
ALDH1A1 block	?	?	?	11%	nt	?	18µM*	14µM*
KDM4E inh	2%	10%	-7%	4%	-7%	-6%	-8%	1%
GoLoco inh red	103%[activator]	6%	-5%	5%	2%	10%	9%	3%
RECQ1 helicase	-8%	-2%	0%	2%	-5%	-5%	1%	i
TexasRed fluor	-2%	-4%	2%	-1%	-2%	2%	-3%	2%

This is a subset; the hit share may differ from the screen's.
